From PubChem
Tau ThT inhib: tau fibrillization inhibition (ThT binding). P10636. recombinant tau K18 P301L, heparin-induced fibrillization, ThT fluorescence. Potency, µM (titrated, usually from 57.4 µM), without a hit: at the highest dose activity, negative = inhibition, most hits filed as inhibitors. 270,000 tested, 2.1% active. AID 1460; further: on the % scale 0 is the no-effect control and ±100 the full control effect; nearly all actives have a fitted effect of over 55% in size
Target sequence (P10636 561-689 P618L limits assumed): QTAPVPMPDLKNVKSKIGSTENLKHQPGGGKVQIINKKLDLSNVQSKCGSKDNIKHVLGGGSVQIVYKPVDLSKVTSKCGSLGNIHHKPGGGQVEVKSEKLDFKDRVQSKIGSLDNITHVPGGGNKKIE
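K18 P301L tau (15 uM + 0.24 uM Alexa 594-tagged), heparin 20 uM, NaOAc pH 7, 6 h 37 C; ThT 30 uM, 1 h RT, ex 450/em 510 nm.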
Tau fluor counter: counter-screen for tau fibril formation inhibitors; Potency, µM (highest dose often 57.7 µM), for the others: at the top dose activity change, negative = decrease; AID 1463; 280,000 tested, 0.93% active; tau K18 P301L Alexa594 fluorescence, heparin fibrillization; further: on the % scale 0 is the no-effect control and ±100 the full control effect; nearly all actives have a fitted effect of over 55% in size
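Human tau K18 P301L (15 uM unlabeled, 0.24 uM Alexa 594-labeled) in 100 mM sodium acetate pH 7 with 20 uM heparin, 6 hr at 37 C. ThT 30 uM added, 1 hr ambient; Alexa 594 FP and total fluorescence read at 555/632 nm.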
RECQ1 inh: inhibitors of human RECQ1 DNA helicase | P46063 | AID 2549 | 240,000 tested, 0.54% active | Potency, µM (titrated, usually from 57.3 µM), for inactives: top-dose activity, negative = inhibition, hits mostly inhibitors | RECQ1 DNA unwinding, red fluorescence kinetic read;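 further: plate controls were vehicle for no effect and no enzyme for full effect; nearly all actives have a fitted effect of over 30% in size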
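50 nM RECQ1T1 preincubated 15 min with compound in Tris pH 8.0 buffer with MgCl2, DTT, Tween-20 and 2.5 ug/ml poly(dI-dC); started with 200 nM TAMRA/BHQ-2 forked duplex and 2 mM ATP. Unwinding read as fluorescence (525/598 nm), two reads 2 h apart.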
L3MBTL1 block: inhibitors of human L3MBTL1 | AlphaScreen L3MBTL1–H3K9me1 peptide binding | Potency, µM (titrated, usually from 57.1 µM), for the others: at the highest dose activity, negative = inhibition, usual class: inhibitors | 230,000 tested, 0.66% active | AID 485360; further: on the % scale 0 is the no-effect control and ±100 the full control effect; nearly all actives have a fitted effect of over 60% in size
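L3MBTL1 (50 nM) pre-complexed 30 min with biotinylated H3(1-15)K9me1 peptide (75 nM), then compounds added for 30 min at room temperature; AlphaScreen streptavidin donor/nickel chelate acceptor beads (10 ug/mL final) read after 30 min dark incubation.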
HTT ATP protect: Huntington cell model cytoprotection by ATP luminescence | PC12 HTT-Q103 induced, cytoprotection, ATP luminescence, 40 h | Potency, µM (titrated, usually from 56.4 µM), for inactives: cytoprotection (ATP increase), most hits filed as activators | 230,000 tested, 0.14% active;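 further: % of control where 0% means no effect; nearly all actives have a fitted effect of over 45% in size; toxic huntingtin expression switched on by the ecdysone agonist tebufenozide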
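Huntington model: PC12 line, ecdysone-inducible HTTQ103 exon1–GFP, tebufenozide 100 nM. Test articles in a dose series. Endpoint luminescence from cellular ATP.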
TR SRC2 fluor cs: alters Texas Red total fluorescence, flagging assay interference. AID 1479. TRb/SRC2 Texas Red total fluorescence interference. Potency, µM (highest dose often 106 µM), inactives show at the highest dose fluorescence change, negative = quenching. 280,000 tested, 0.29% active; active means well fitted curve in either direction with a large enough effect; inconclusive means small, poorly fitted or top-dose-only effect; further: on the % scale 0 is the no-effect control and ±100 the full control effect
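Flags fluorescent or light-absorbing compounds by total fluorescence, S + 2P, at 555 nm excitation and 632 nm emission. Mixture: 20 nM Texas Red SRC2 peptide, 0.6 uM human TRb LBD, 1 uM T3, 5% DMSO; compound exposure 5 h at ambient temperature.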
TRb-SRC2 inh: inhibitors of human thyroid hormone receptor beta-SRC2 interaction | P10828 | 280,000 tested, 0.065% active | TRbeta-SRC2 peptide binding, fluorescence polarization; receptor liganded with 1 µM T3 | Potency, µM (series often up to 106 µM), inactives show top-dose activity change, negative = inhibition, usual class: inhibitors;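 further: plate controls were bound peptide for no effect and peptide without receptor for full effect; nearly all actives have a fitted effect of over 50% in size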
Target sequence (P10828 whole entry, looked up): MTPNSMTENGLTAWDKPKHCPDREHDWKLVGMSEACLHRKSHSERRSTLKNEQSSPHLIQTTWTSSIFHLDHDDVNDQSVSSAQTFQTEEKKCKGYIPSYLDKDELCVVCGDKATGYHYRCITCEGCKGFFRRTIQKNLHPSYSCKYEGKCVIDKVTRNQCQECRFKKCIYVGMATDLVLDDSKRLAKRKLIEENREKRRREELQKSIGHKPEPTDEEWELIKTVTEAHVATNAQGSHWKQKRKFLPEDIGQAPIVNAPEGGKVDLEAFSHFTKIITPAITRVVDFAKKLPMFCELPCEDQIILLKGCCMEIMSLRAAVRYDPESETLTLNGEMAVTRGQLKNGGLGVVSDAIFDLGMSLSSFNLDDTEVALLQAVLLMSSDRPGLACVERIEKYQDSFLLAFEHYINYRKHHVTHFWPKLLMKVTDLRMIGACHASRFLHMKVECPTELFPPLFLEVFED
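Polarization signal, normalized between peptide-alone and full complex controls, measured compound effects on T3-liganded human TRb LBD (0.6 uM) binding 20 nM Texas Red SRC2 peptide after 5 hr.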
Tau fibril FP: tau fibrillization inhibition (FP). 280,000 tested, 0.39% active. K18 P301L tau heparin fibrillization, Alexa594 FP, 6 h. Potency, µM (top dose mostly 57.7 µM), for the others: at the top dose activity, negative = inhibition, hits mostly inhibitors. P10636; further: on the % scale 0 is the no-effect control and ±100 the full control effect; nearly all actives have a fitted effect of over 55% in size
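FP of Alexa 594-tau after heparin (20 uM) induction. Substrate: human K18 P301L, 15 uM unlabeled, 0.24 uM labeled. Buffer 100 mM sodium acetate pH 7. 6 hr, 37 C.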
* marks the source's active call; other numbers are inactive results; i = inactive; ? = inconclusive; nt = not tested or not shown; & = joins results of further samples; [ ] = another dose, or the depositor's remark. Unless noted, the call rests on the fitted dose curve; in most records, active means well fitted curve in the direction sought with a large enough effect; inconclusive means small, poorly fitted or top-dose-only effect, or another doubt; inactive means no such curve, though single readings can be large; an effect the other way counts as inactive or inconclusive. Potency means the concentration at half of the fitted maximal effect. The list is partial; rates above refer to the full screens.

SMILES	Tau ThT inhib	Tau fluor counter	RECQ1 inh	L3MBTL1 block	HTT ATP protect	TR SRC2 fluor cs	TRb-SRC2 inh	Tau fibril FP
Clc1ccc(N=C2SCCS2)cc1	-4%	-3%	i	20%	3%[10 µM]	-5%	3%	7%
S=c1[nH]nc(-c2cccnc2)o1	0%	4%	-3%	5%	-20%[0.074 µM]	0%	1%	-3%
COc1cc(OC)cc(-n2nnc(-c3nc(-c4ccccc4Cl)no3)c2N)c1	?	?	nt	nt	nt	-1%	0%	-18%
Cc1ccc2nc(NC(=O)CSc3nccn3Cc3ccc(Cl)cc3)sc2c1	-14%	?	nt	nt	nt	-6%	-3%	-9%
Cc1ccc(N2C(=O)C(Cc3ccc(O)cc3)NC2=S)cc1C (centres undefined)	-3%	0%	-1%	-1%	24%[10 µM]	-1%	1%	-3%
O=C(NC1CCCC1)C1CCCN(S(=O)(=O)c2ccc(-n3cnnn3)cc2)C1 (centres undefined)	5%	8%	-4%	-2%	11%[10 µM]	-4%	-3%	-3%
COC(=O)c1nn(-c2ccccc2)c(Cl)c1/C=N/OC(=O)c1ccc(Cl)c(Cl)c1	-7%	-1%	-9%	-1%	-8%	0%	13%	4%
COc1cccc(CNC(=O)C(Cc2ccccc2)NS(=O)(=O)c2ccc3c(c2)oc(=O)n3C)c1 (centres undefined)	1%	-15%	nt	nt	nt	4%	3%	0%
CN1CCN(C(=O)c2cnn(-c3ccccc3)c2C2CCN(C(=O)OC(C)(C)C)CC2)CC1	-14%	-6%	nt	nt	nt	?	-3%	-6%
CCOC(=O)c1c(O)c2cc(Cl)ccc2n(CC)c1=O	7%	6%	2%	-12%	14%[10 µM]	6%	-8%	4%
COCC(=O)Nc1cccc(Br)c1	-12%	10%	-2%	1%[11.4 µM]	-9%	-4%	-9%	12%
O=C(CSc1nnc(C2CC2)n1Cc1ccccc1)NCc1ccccc1	4%	0%	-6%	1%	-7%	-1%	-2%	5%
O=c1cc(N2CCCCC2)c(-c2ccccc2)nn1Cc1ccc(F)cc1	-16%	-8%	-17%	-5%	-177%	0%	-4%	-2%
COc1ccccc1CNC(=O)CN1CCC(n2cnc3cc(F)ccc32)CC1	-5%	-3%	-2%	8%	20%[10 µM]	-1%	-3%	14%
Cc1nn(C2CCCO2)c(=O)nc1N (centres undefined)	6%	6%	9%	-6%	2%[10 µM]	2%	-2%	3%
Cn1c(SCCSc2nnc(-c3ccccc3)n2C)nnc1-c1ccccc1	2%	4%	-7%	4%	-1%	-3%	-11%	1%
Cc1ccccc1N(C)C(=O)c1coc(=O)c2ccccc12	-7%	-4%	0%	1%	2%	1%	7%	-4%
O=C(Nc1nnc(CCN2CCOCC2)s1)c1ccccc1	-8%	-11%	-12%	nt	-5%	1%	2%	-9%
O=C(NN1CCOCC1)c1ccc(Cl)cc1	-1%	4%	9%	2%	-14%[10 µM]	2%	-5%	1%
COc1ccc(N2CCN(C(=O)Nc3ccccc3C)CC2)cc1	-2%	8%	i	-5%[11.4 µM]	?	-7%	0%	-3%
Cn1cc(/C=N/NC(N)=S)c2ccccc21	?	-16%	i	-6%	29%[10 µM]	-12%	-7%	5%
CCC1CC2(C)NC(=O)c3c(sc4c3CC(C)(C)OC4)N2C1=O (centres undefined)	-16%	-3%	7%	3%	-18%	1%	5%	-2%
C=CCNc1nnnc2c1sc1nc(N3CCOCC3)c3c(c12)CCCC3	-6%	-4%	9%	5%	-8%[10 µM]	-3%	4%	-2%
CCCCN(C)C(=O)c1nc2ccccn2c1CN1CCC[C@H]1C(=O)OC	-2%	-4%	-10%	-12%	-15%[10 µM]	-1%	0%	1%[2.34 µM]
CSc1cccc(NC(=O)OC2CCCCCCCCCCC2)c1	nt	-29%	-13%	nt	3%&-7%[10 µM]	-2%	0%	?
Cc1cccc(C)c1NC(=O)c1ccc(-c2ccc(Cl)cc2Cl)o1	-11%	-12%	-23%	nt	-19%	-4%	-5%	-3%
CCNC(=S)N(CCc1c(C)[nH]c2ccc(C)cc12)Cc1cccs1	?	14µM*[quencher]	-3%	nt	-81%[inhibitor]	-3%	6%	?
COC(=O)c1ccc(C23CC4(C2)[C@H](CN(Cc2ccc(-c5ccccc5)cc2)[C@@H]4c2ccccc2)C3c2ccccc2)cc1 (some centres undefined)	3%&2%	-2%&19%	-1%	nt	-5%	-1%&-3%	-3%&2%	-9%&0%
Oc1ccccc1-c1nnc(COc2ccccc2)o1	-7%	-18%	-9%	3%	-2%	-3%	-2%	-4%
Cc1csc2c(=O)n3c(nc12)CCCCC3	-9%	-8%	0%	nt	8%	-9%	-3%	-8%
ON1C(c2ccc(Cl)cc2Cl)N(O)[C@H]2CCCC[C@H]21 (some centres undefined)	-3%	-5%	i	1%	-22%	0%	-4%	-2%
CCOc1ccc(C(=O)/C=C/c2cn(CC(O)CN3CCc4ccccc43)c3ccccc23)cc1 (centres undefined)	?	?	nt	nt	nt	-4%	-8%	11%
Cc1cccc(NC(=S)N2CCN(c3ccccc3)CC2)c1	-11%	-8%	-16%	-5%	17%[10 µM]	-5%	1%	7%
COc1ccc(/C=N/Nc2ccc(C(F)(F)F)cc2[N+](=O)[O-])cc1	?	4%	0%	-14%	12%[10 µM]	-2%	-7%	1%
CCCCC(=O)Nc1ccc(C(=O)NNC(=S)NC(=O)c2cccs2)cc1	?	-18%	4%	26%	6%[10 µM]	-4%	-4%	11%
Cc1oc2cc(O)ccc2c(=O)c1-c1nncn1-c1ccccc1	-11%	-8%	-2%	-4%	2%[10 µM]	1%	2%	6%

Looked up above.
Value of `ON1C(c2ccc(Cl)cc2Cl)N(O)[C@H]2CCCC[C@H]21` (some centres undefined) in L3MBTL1 block: 1%
Value of `Cc1oc2cc(O)ccc2c(=O)c1-c1nncn1-c1ccccc1` in Tau fibril FP: 6%
Value of `Cc1cccc(NC(=S)N2CCN(c3ccccc3)CC2)c1` in RECQ1 inh: -16%

Sorted by molar mass (highest first): part of the list above.
SMILES	Tau ThT inhib	Tau fluor counter	RECQ1 inh	L3MBTL1 block	HTT ATP protect	TR SRC2 fluor cs	TRb-SRC2 inh	Tau fibril FP
CCCCC(=O)Nc1ccc(C(=O)NNC(=S)NC(=O)c2cccs2)cc1	?	-18%	4%	26%	6%[10 µM]	-4%	-4%	11%
COc1ccc(/C=N/Nc2ccc(C(F)(F)F)cc2[N+](=O)[O-])cc1	?	4%	0%	-14%	12%[10 µM]	-2%	-7%	1%
Cc1oc2cc(O)ccc2c(=O)c1-c1nncn1-c1ccccc1	-11%	-8%	-2%	-4%	2%[10 µM]	1%	2%	6%

Further results follow:
SMILES	Tau ThT inhib	Tau fluor counter	RECQ1 inh	L3MBTL1 block	HTT ATP protect	TR SRC2 fluor cs	TRb-SRC2 inh	Tau fibril FP
CCN(CC)S(=O)(=O)c1cc(C(=O)Oc2cccc(-c3cnc4ccccc4n3)c2)ccc1Br	-6%	-12%	-8%	nt	-47%[inhibitor]	-7%	-12%	-12%
Cc1c(NC(=O)COC(=O)Cc2ccc(Cl)cc2)c(=O)n(-c2ccccc2)n1C	-15%	-16%	i	-1%	1%	1%	-3%	-11%
O=C1c2ccccc2C(Nc2ccc(F)c(Cl)c2)N1Cc1ccco1 (centres undefined)	?	-28%	-5%	-5%	5%[10 µM]	1%	-4%	4%
O=C(c1ccc(F)cc1F)C1CCN(c2ccc([N+](=O)[O-])cn2)CC1	?	?	-15%	-19%	5%[10 µM]	-2%	-1%	-7%
COc1ccc(NC(=O)CSc2c(C)n[nH]c2C)cc1	7%	-8%	i	nt	24%	-5%	-3%	-4%
COc1ccc(C(=O)n2nc(-c3ccccc3)nc2SC)cc1	-19%	-10%	18%	-4%	-9%	1%	0%	-12%
NNc1nc2c(F)cc(F)cc2s1	13µM*	?	-12%	-19%	22%[10 µM]	-1%[53 µM]	-5%[53 µM]	-5%
O=C(CNC(=O)Cc1ccccc1)NCC(=O)OCC(=O)c1ccccc1Cl	-3%	0%	i	5%	-5%	2%	-3%	5%
Cc1cccc(NC(=O)CSc2cn(CC(=O)N3CCCC3)c3ccccc23)c1C	?	-6%	nt	nt	nt	-2%	-9%	-6%
O=C(COC(=O)CNC(=O)c1ccco1)NCCN1C(=O)CSC1=O	-6%	-2%	-16%	8%	19%	1%	-3%	-1%
O=C(O)CC(c1ccc(Cl)cc1)n1cccc1 (centres undefined)	-3%	-1%	i	-2%	10%	-3%	1%	-13%
CCCCOC(=O)Nc1cc(C(=O)OC)ccc1C(=O)OC	-9%	-15%	-14%	31%[activator]	5%[1.9 µM]	0%	-5%	-3%
CC1CCCC(NC(=O)c2ccc(CNc3c(N4CCCC4)c(=O)c3=O)cc2)C1C (centres undefined)	-7%	-8%	-8%	3%	-3%[10 µM]	1%	3%	-3%
COc1ccc(C2C(C(C)=O)=C(O)C(=O)N2c2nccs2)cc1OC (centres undefined)	1%	1%	-5%	-4%	18%[10 µM]	-6%	1%	0%
Cc1c(F)cccc1NC(=O)CSCC(=O)Nc1ccccc1	-7%	-9%	-12%	nt	3%	-1%	0%	-3%
COc1cc(NC(=S)NCc2cccnc2)c(OC)cc1Cl	3%	-2%	6%	-5%	nt	-1%	-3%	-3%
COC(=O)C1=CN(Cc2cccs2)C=C(C(=O)OC)C1c1cccc(O)c1	-11%	-21%	i	30%	-6%[10 µM]	0%	-3%	-4%
COc1cccc(NC(=O)c2oc3ccccc3c2NC(=O)c2ccc(F)c(F)c2)c1	7%	?	nt	nt	nt	-2%	-10%	?
Cc1ccc(-n2c(C)cc(-c3csc(N)n3)c2C)cc1	?	-24%	-4%	-7%	33%[10 µM]	1%[53 µM]	4%[53 µM]	-3%
Cc1ccc(OCc2nnc(SC3CCc4ccccc4C3=O)n2C)cc1 (centres undefined)	-1%	-1%	-5%	-7%	-13%[10 µM]	-3%	0%	-2%
O=C(COc1ccccc1Br)NC1CCCC1	0%	13%	-2%	2%	-12%[10 µM]	0%	-2%	2%
COc1ccccc1N(C)S(=O)(=O)c1ccc(C(=O)Nc2ccc3nc(C)sc3c2)cc1	7%	?	-12%	-11%	2%[10 µM]	-3%[53 µM]	-2%[53 µM]	-9%
